Bioassay records as filed in PubChem.
Cdc25B block = human M-phase inducer phosphatase 2 inhibition; P30305; recombinant Cdc25B, OMFP fluorescence Ex485/Em525; inhibition, %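 (compounds tested at 10 µM final in the well)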; hit rate 0.1% among 65,000; AID 368; in the data active = inhibition above about 50%
Target sequence (P30305 whole entry, looked up): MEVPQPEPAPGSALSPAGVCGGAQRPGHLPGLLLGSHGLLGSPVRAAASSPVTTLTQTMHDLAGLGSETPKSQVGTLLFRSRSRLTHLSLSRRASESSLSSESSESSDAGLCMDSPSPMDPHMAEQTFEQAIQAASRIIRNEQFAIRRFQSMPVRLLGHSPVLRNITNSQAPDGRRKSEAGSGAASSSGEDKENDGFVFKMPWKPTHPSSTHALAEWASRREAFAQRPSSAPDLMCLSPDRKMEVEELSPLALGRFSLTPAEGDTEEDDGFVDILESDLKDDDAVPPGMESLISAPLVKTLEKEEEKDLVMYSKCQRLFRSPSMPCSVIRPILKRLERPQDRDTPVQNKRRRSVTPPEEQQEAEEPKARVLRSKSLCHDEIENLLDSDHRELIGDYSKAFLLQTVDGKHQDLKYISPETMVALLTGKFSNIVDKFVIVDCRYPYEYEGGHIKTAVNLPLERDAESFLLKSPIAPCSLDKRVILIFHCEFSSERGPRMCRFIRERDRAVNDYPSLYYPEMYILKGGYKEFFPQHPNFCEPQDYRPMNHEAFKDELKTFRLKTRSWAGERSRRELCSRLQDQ
D1 allo mod = allosteric modulators of human D1 dopamine receptor. P21728. HEK293 D1, CRE-luciferase, dopamine EC30 potentiation; actives deviate in either direction. B-score at 10 µM. hit rate 5.9% among 58,000. AID 641;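 active = luminescence count or its row- and column-corrected plate score outside the 99.7% band of the plate's sample wells, on either side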
Hsp90 inh = displaces geldanamycin probe from tumor Hsp90. inhibition, % at 30 µM. hit rate 0.35% among 64,000. P07900. NCI-N417 lysate Hsp90, Cy3B-geldanamycin FP displacement;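 active = inhibition above 50%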;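 also: 0% = tracer plus lysate wells and 100% = tracer alone without lysate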
SF-1 act = SF-1 (human) activation; CHO-K1 Gal4-SF-1 LBD luciferase reporter; % increase over DMSO SF-1-specific signal; Q13285; activation, % at 10 µM; hit rate 1.9% among 65,000;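 active = activation above the mean activation of all tested compounds plus 3 SD, cut at about 50% in these data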
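Assay system – CHO-K1 cells with Gal4–hSF-1 LBD chimera plus Gal4-driven luciferase · Quantity – 4,000 cells per well · Times – compound added 1 h post-seeding, 20 h exposure at 37 °C, 5% CO2 · Measured by – luciferase light emission · Benchmarks – DMSO and mock-transfected background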
FXIIa inh mix = blocks human factor XIIa in pooled compound mixtures | hit rate 0.2% among 62,000 | inhibition, % at 5 µM | P00748 | AID 684 | purified FXIIa, fluorogenic substrate; in the data active = inhibition above about 20%, passing the limit was not always enough;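 also: 0% = enzyme without compound and 100% = no enzyme blank; some results filed as inactive read as strong as hits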
DUSP1 inh = human dual specificity phosphatase 1 inhibition | P28562 | recombinant MKP-1, OMFP hydrolysis fluorescence | inhibition, %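 (compounds tested at a single concentration somewhere between 10 and 100 µM)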 | hit rate 0.15% among 65,000 | AID 374;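 active = inhibition above about 50%, limit read from the data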;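 also: 0% = DMSO max control wells and 100% = wells with enzyme stopped by NaOH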
Target sequence (P28562 whole entry, looked up): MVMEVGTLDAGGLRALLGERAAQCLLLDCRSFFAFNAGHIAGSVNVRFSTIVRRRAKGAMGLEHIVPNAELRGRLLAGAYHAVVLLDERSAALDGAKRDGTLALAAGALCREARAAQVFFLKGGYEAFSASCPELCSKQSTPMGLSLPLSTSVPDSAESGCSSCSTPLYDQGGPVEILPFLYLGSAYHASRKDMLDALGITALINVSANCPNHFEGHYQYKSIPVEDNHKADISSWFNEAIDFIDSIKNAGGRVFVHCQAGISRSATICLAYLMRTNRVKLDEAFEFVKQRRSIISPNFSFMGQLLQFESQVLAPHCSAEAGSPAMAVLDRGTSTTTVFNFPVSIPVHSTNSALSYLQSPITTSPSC
RORA act = activators of human nuclear receptor RORA; CHO-K1 Gal4-RORA LBD luciferase reporter, luminescence; percent increase over mock-subtracted basal signal; hit rate 1.5% among 65,000; activation, % at 10 µM; AID 560;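 active = activation above the mean of all tested compounds plus 3 SD, cut at about 49% in these data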;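 also: 0% = DMSO-treated RORA cells and 100% = added signal equal to DMSO minus mock-transfected cells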
TNAP act DEA = activates human TNAP at intermediate phosphate acceptor concentration | P05186 | purified TNAP, CDP-star luminescence, 100 mM DEA, 30 min; active compounds read high; scale: 0 levamisole-inhibited, 1 vehicle-only enzyme | activation factor at 20 µM | 64,000 tested, under 10 active | AID 813;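 active = activation factor of at least 2 at 20 µM, relative to controls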
HER2 expr 66K = inhibitors of human Her2 kinase expression; P04626; SKBR-3 HER2 protein level, AlphaScreen, 18-24 h; active compounds read low; HER2 level % of control, % at 10 µM; hit rate 0.69% among 65,000; AID 645;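 active = HER2 level under 5% of the carrier-only control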;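 also: 100% = DMSO carrier and 0% = 500 nM PU-H71 HSP90 inhibitor; lower value means stronger loss of Her2 protein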
Active calls of the source: *; x = not tested or not shown.

The line under a structure holds: Cdc25B block	D1 allo mod	Hsp90 inh	SF-1 act	FXIIa inh mix	DUSP1 inh	RORA act	TNAP act DEA	HER2 expr 66K
> CC(=O)Nc1ccc2c(c1)CCCN2C(=O)c1ccccc1
  -8	-0.38	0	2	-11	-26	-6	0.9	83
> Cc1cccc(CCNS(=O)(=O)c2cnc[nH]2)c1
  -1	4.4*	-2	12	1	-6	7	1	120
> COC(=O)CNC(=O)C12CC3(C)CC(C)(CC(C)(C3)C1)C2
  -1	0.018	-1	-1	-22	23	-11	0.9	82
> COc1ccc2c(C(F)(F)F)cc(=O)oc2c1C
  -7	4.8*	-4	3	-16	-4	-7	0.9	134
> COC(=O)CSc1nc(C2CC2)nc2ccccc12
  -2	x	2	-18	-6	-3	1	0.9	65
> O=C(c1ccc2c(c1)C(=O)N(Cc1ccco1)C2O)N1CCOCC1 (configuration not stated)
  -7	-0.67	-2	4	3	-8	-6	0.9	89
> Cc1nc2sc(C(c3cccs3)N3CCN(C(=O)c4ccco4)CC3)c(O)n2n1 (configuration not stated)
  2	0.16	0	7	5	11	9	1	89
> CCN(C1CCCCC1)S(=O)(=O)c1cc(C)ccc1OC
  -7	1.3	4	-10	-4	3	-17	0.9	77
> Cc1nc2ccc(NC(=O)c3c(-c4ccccc4)noc3C)cc2s1
  -9	-0.34	-2	7	6	9	4	0.8	127
> CCOc1cccc(C(=O)Nc2ccc(N3CCN(S(C)(=O)=O)CC3)cc2)c1
  -5	-0.76	0	2	1	11	-4	0.9	100

The line under a structure holds: Cdc25B block	D1 allo mod	Hsp90 inh	SF-1 act	FXIIa inh mix	DUSP1 inh	RORA act	TNAP act DEA	HER2 expr 66K
> CCCCN(CCCC)S(=O)(=O)c1ccc(C(=O)Nc2nnc(COC)o2)cc1
  0	-0.023	-3	-41	1	10	5	0.8	-17*
> NC(=O)c1c(NC(=O)COC(=O)CSc2nnc(-c3ccc(Cl)cc3)o2)sc2c1CCC2
  4	-0.23	-15	4	5	37	11	0.8	134
> CCCN(CCC)C(=O)CSc1nc2n[nH]c(C)c2c(=N)n1-c1ccc(OCC)cc1
  7	2.2	3	8	2	38	-15	1.3	61
> CCCCCn1c(N2CCOCC2)nc2c1c(=O)n(CC(N)=O)c(=O)n2C
  7	0.029	1	5	0	24	-12	0.9	119
> CCc1ccc(C2=Nn3c(nnc3-c3cccs3)SC2)cc1
  -15	8.8*	-1	-17	6	28	-10	0.8	100
> CC(C)(C)n1nnnc1C(c1ccc(C#N)cc1)N1CCCC2(CCCCC2)C1 (configuration not stated)
  -4	-0.46	0	-3	9	10	3	0.9	91
> COc1cc2c(cc1OC)-c1cc(NCc3ccccn3)nc(=O)n1CC2
  0	5.2*	12	-6	-14	-13	-5	0.9	122
> CC(=O)c1sc(Nc2ccccn2)nc1C
  -15	0.59	-3	23	5	3	9	0.9	62
> O=S(=O)(c1ccc2nc(Cc3ccccc3)[nH]c2c1)N1CCOCC1
  2	0.49	1	-2	-17	1	-7	1	84
> Cc1cc(C)n(-c2ncc(-c3ccccc3)nn2)n1
  -4	4.5*	-2	30	13	-4	36	1	92

The line under a structure holds: Cdc25B block	D1 allo mod	Hsp90 inh	SF-1 act	FXIIa inh mix	DUSP1 inh	RORA act	TNAP act DEA	HER2 expr 66K
> Cc1ccc(S(=O)(=O)c2nc(-c3ccccc3)oc2NCCN2CCOCC2)cc1
  -14	1.3	0	-14	2	5	-1	1	96
> CCOc1ccc(C2c3c(oc4cc(C)c(C)cc4c3=O)C(=O)N2CCCN(C)C)cc1OC (configuration not stated)
  -5	0.83	-3	3	7	22	-2	1	68
> Cc1cc(C)n(-c2ccc(C(=O)NCc3cccs3)cc2)n1
  3	0.77	1	3	3	6	0	1	124
> COc1ccc(C2C(C(=O)O)c3ccccc3C(=O)N2C)cc1Br (configuration not stated)
  10	x	-1	7	6	9	-10	1	106
> COc1ccc(-n2c(N)c(C(=O)NCC3CCCO3)sc2=S)cc1 (configuration not stated)
  2	0.043	-2	-5	2	7	3	0.9	103
> CC1(C)CC(=O)c2cc(C(=O)NC3CCSC3=O)c(=O)n(-c3ccccc3)c2C1 (configuration not stated)
  -9	-0.34	-3	-8	9	11	15	0.9	94
> C/C(Cl)=C\Cn1c(NCCc2ccccc2)nc2c1c(=O)n(C)c(=O)n2C
  4	-3.1*	-7	-62	8	-9	-13	0.8	58
> Cc1cc(-n2c(C)cc(C(=O)CSc3ccc4c(c3)OCCO4)c2C)no1
  -26	0.093	0	2	12	1	-9	0.9	107
> CNC(=O)CSCCn1c(SCC(=O)NC)nc2ccccc2c1=O
  10	0.3	0	-11	-18	-2	-21	1	105
> CC(c1ccccc1)C1CC(=O)N(Cc2ccco2)C1=O (configuration not stated)
  -3	-0.21	-2	2	5	9	5	0.9	93

The line under a structure holds: Cdc25B block	D1 allo mod	Hsp90 inh	SF-1 act	FXIIa inh mix	DUSP1 inh	RORA act	TNAP act DEA	HER2 expr 66K
> C=C(C)COc1ccc(-c2n[nH]c(C)c2Oc2ccccc2OC)c(O)c1
  -6	-0.7	-1	-5	11	15	-10	1	-6.3*
> Cc1cc(C)nc(N2CCCC(C(=O)Nc3nnc(C)s3)C2)n1 (configuration not stated)
  1	0.57	-1	2	12	-5	7	0.9	108
> COc1ccc(NCc2ccc(OC)c(OC)c2)cc1
  2	1.1	26	26	-2	-5	-12	0.9	116
> Cc1oc(C)c2c(=O)ccc3c(c12)OC(N)=C(C#N)C3c1ccccc1 (configuration not stated)
  3	0.53	-4	-5	1	1	-13	0.9	35
> CCOC(=O)C1CCN(Cc2ccc(OC)cc2OC)CC1
  -6	x	x	x	2	2	x	0.9	49
> Cc1ccccc1-n1c(Cn2c(=O)sc3ccccc32)nnc1SC(C)C
  -10	x	-4	-11	3	11	-22	0.9	70
> COc1cc2[nH]c3c(=O)n(CCN4CCCCC4)cnc3c2cc1OC
  2	-1.2	-14	-12	-1	-9	-5	0.9	106
> CCCCNC(=O)CCn1c(=O)c2ccccc2n(CC(=O)N2CC(C)CC(C)C2)c1=O (configuration not stated)
  3	x	2	0	10	7	-13	0.9	82
> Cc1ccc(S(=O)(=O)N(CC(=O)O)Cc2ccccc2)cc1
  -9	0.54	-1	1	11	7	-6	1	94
> O=C(c1csc2c1CCCC2)N1CCCCC1
  11	-0.57	-1	0	6	17	-8	0.9	96

The line under a structure holds: Cdc25B block	D1 allo mod	Hsp90 inh	SF-1 act	FXIIa inh mix	DUSP1 inh	RORA act	TNAP act DEA	HER2 expr 66K
> Cc1ccc(N2C(=O)C3C4C=CC(C4)C3C2=O)cc1 (configuration not stated)
  -4	-0.017	-2	-6	3	-16	-14	0.9	115
> Cc1ccc(NC(=O)CN(C)S(=O)(=O)c2cnc[nH]2)cc1C
  -11	0.0074	-1	3	11	-11	8	0.9	80
> CC(=O)Nc1c(C(=O)c2ccc(F)cc2)oc2ccccc12
  -5	x	x	8	7	-4	5	0.9	202
> Cc1c(C(=O)Nc2ccc(C(=O)O)cc2)cnn1C
  -7	-0.29	-7	8	-2	-10	-9	0.9	114
> Cc1nnc(SCC(=O)N2CCN(Cc3ccccc3)CC2)s1
  0	0.4	-5	6	3	6	14	1	120
> O=S1(=O)CC(O)C(Nc2ccccc2Cl)C1 (configuration not stated)
  0	0.61	3	29	0	2	6	0.9	91
> Cc1ccccc1-c1nnn(CC(=O)NCc2ccc3c(c2)OCO3)n1
  -2	-0.48	-2	-4	4	-6	6	1	57
> CCOC(=O)C(O)(C1C(=O)CC(C)(C)CC1=O)C(F)(F)F (configuration not stated)
  -26	-0.081	3	0	x	-37	-10	1	107
> O=C(Nc1ccccc1)N(Cc1cccnc1)Cc1ccco1
  -3	0.19	0	-10	3	20	-18	0.9	122
> Cc1sc(NC(=O)c2ccco2)nc1-c1ccc2c(c1)CC(C)N2C(=O)C1CC1 (configuration not stated)
  -2	-3.6*	-4	41	2	32	39	0.9	17

The line under a structure holds: Cdc25B block	D1 allo mod	Hsp90 inh	SF-1 act	FXIIa inh mix	DUSP1 inh	RORA act	TNAP act DEA	HER2 expr 66K
> O=C(NC1CCCCCC1)C1CCCN1S(=O)(=O)c1cccc2cccnc12 (configuration not stated)
  -28	-0.26	0	19	6	1	-17	1	98
> S=C(NCC1CCCO1)n1nnc2ccccc21 (configuration not stated)
  -5	-0.74	-7	-11	3	-1	-19	0.9	34
> CCOc1ccc(-c2nn3c(-c4ccccc4)nnc3s2)cc1
  -1	-0.07	3	-7	8	31	-15	0.9	x
> COc1cc(CCC(=O)OCc2nnc(-c3ccccc3)o2)cc(OC)c1OC
  -9	-0.53	-1	8	3	10	9	1	102
> Cc1cccc(N2CC34C=CC(O3)C(C(=O)O)C4C2=O)c1 (configuration not stated)
  7	-0.0038	1	-6	7	-39	12	1	123
> O=c1cccccc1NCc1ccccc1
  -5	0.46	x	x	7	9	x	1	66
> O=C(COc1ccc(S(=O)(=O)NC2CCCCC2)cc1)Nc1ccc2c(c1)OCCO2
  -2	-0.088	-1	4	4	0	26	0.9	72
> COC(=O)CN1C(=O)C2(C(C#N)=C(N)Oc3c2c(C)nn3-c2ccccc2)c2ccccc21 (configuration not stated)
  -6	-1	-6	-8	-1	18	-10	0.8	82
> CN(Cc1ccccc1)c1nc2c(c(=O)n(C)c(=O)n2C)n1CCSc1ncccn1
  -6	x	0	-3	-2	6	-7	1	94
> CCOc1ccc(-c2cnc(SCC(N)=O)nc2N)cc1
  -12	0.093	0	1	-16	-4	7	0.9	83

The line under a structure holds: Cdc25B block	D1 allo mod	Hsp90 inh	SF-1 act	FXIIa inh mix	DUSP1 inh	RORA act	TNAP act DEA	HER2 expr 66K
> O=C(O)Cn1nc(C(F)(F)F)c2c1CCC2
  -9	0.5	-2	-15	9	17	12	0.9	81
> CCOCCn1cnc2sc(C(=O)NCC(=O)OCC)c(C)c2c1=O
  6	0.071	0	12	3	5	13	0.8	81
> Nn1c(SCC(=O)Nc2ccc(F)cc2F)nnc1C1CCCCC1
  0	0.076	-6	13	1	-9	-3	1	77
> CCc1nnc(NS(=O)(=O)c2ccc(NS(=O)(=O)c3ccccc3)cc2)s1
  5	0.47	5	4	-3	-22	-1	1	151
> Cc1nn(C)c(C)c1S(=O)(=O)N1CCCC(C(=O)N2CCN(c3ccc(Cl)cc3)CC2)C1 (configuration not stated)
  -1	-1.4	2	-1	0	31	-16	0.9	73
> C/C(=N\O)C(C)(C)NC(=O)Nc1ccc(Cl)cc1
  5	0.59	0	8	2	-9	-16	0.9	105
> c1ccc(-c2oc3ncnc(NCCN4CCOCC4)c3c2-c2ccccc2)cc1
  -14	0.45	-3	8	4	27	6	0.9	83
> N#Cc1cccc(NC(=O)CCC2CCCC2)c1
  -13	x	-3	2	2	2	-20	0.9	88
> COc1cc(NC(=O)N2CCOCC2)cc(OC)c1
  -12	4.9*	-2	-4	6	12	-1	0.9	99
> COc1ccccc1-n1nnnc1SCC(=O)NC1CCCC1
  -2	-0.041	-5	22	4	-6	-4	1	95
> CC(CCc1ccccc1)NC(=O)CSc1nc(N)cc(N)n1 (configuration not stated)
  -12	-0.13	-7	0	-17	1	10	0.9	112
> Cc1cccc(C2c3c(n(C)c(=O)n(C)c3=O)N=C3c4ccccc4C(=O)C32)c1 (configuration not stated)
  2	0.78	-3	12	6	18	-12	0.8	109
